D1 agonist = Allosteric Agonists of the Human D1 Dopamine Receptor: qHTS; HEK293 T-REx D1 cells, calcium flux, agonist mode; AID 504660, 2011; D(1A) dopamine receptor (Homo sapiens), P21728; activation, % at 2 µM; actives 1% (n = 360,000); in the data active = activation above about 30%; note: 0% is about no effect
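Inducible HEK293 T-REx D1 cells, force-coupled to calcium signalling, were plated at 4000 cells/well with tetracycline and held overnight at 30 C. After no-wash calcium dye loading, compound-evoked calcium rise over 180 s flagged agonists.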
D2 agonist = HTS Assay for Allosteric Agonists of the Human D2 Dopamine Receptor: Primary Screen for Agonists. D(2) dopamine receptor (Homo sapiens), P14416. HEK293 T-REx D2 cells, calcium flux agonist mode. activation, % at 2 µM. actives 0.53% (n = 340,000). AID 485358, 2010;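 active = activation over 3 SD above normal in the single-dose calcium agonist read, cut at about 30% in these data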; note: 0% is about no effect
Target sequence (P14416 whole entry, looked up): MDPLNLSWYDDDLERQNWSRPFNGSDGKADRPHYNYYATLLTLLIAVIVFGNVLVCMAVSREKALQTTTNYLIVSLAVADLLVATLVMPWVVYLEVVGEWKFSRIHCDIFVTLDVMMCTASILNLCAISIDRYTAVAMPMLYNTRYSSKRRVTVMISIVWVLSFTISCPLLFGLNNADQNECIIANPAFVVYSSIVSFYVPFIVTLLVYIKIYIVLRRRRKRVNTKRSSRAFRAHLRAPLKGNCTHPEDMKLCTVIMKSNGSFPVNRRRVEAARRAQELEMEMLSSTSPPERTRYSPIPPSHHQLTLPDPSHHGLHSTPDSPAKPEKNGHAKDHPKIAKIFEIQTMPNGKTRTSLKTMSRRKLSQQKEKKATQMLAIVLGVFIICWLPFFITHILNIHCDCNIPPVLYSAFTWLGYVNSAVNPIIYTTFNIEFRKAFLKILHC
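Tetracycline-induced HEK293 Trex cells with D2 receptor force-coupled to calcium signaling, plated overnight at 30 C and loaded with no-wash calcium dye. Calcium flux read kinetically for 180 s after compound addition; responses flag agonists.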
RXFP1 agonist = qHTS Assay for Agonists of the Relaxin Receptor RXFP1 | HEK293T-RXFP1 cAMP TR-FRET, 30 min; response scale: percent of porcine relaxin response, buffer zero | Potency, µM (highest dose often 57.5 µM), for inactives: top-dose activation, actives largely listed as activators | actives 0.3% (n = 370,000); active = well fitted activation curve with a large enough effect; note: potency is the fitted concentration of half-maximal effect; % is set by controls: 0 for no effect and ±100 for the full control effect; nearly all actives have a fitted effect of over 60% in size; many of its hits are not listed in these tables
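HEK293T cells stably expressing RXFP1 were pretreated with the PDE4 inhibitor Ro 20174, exposed to compounds for 30 min at 37C, lysed, and cAMP was read by TR-FRET. Data normalized to buffer (basal) and 29 nM porcine relaxin (100%).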
D2 antag = HTS Assay for Allosteric Antagonists of the Human D2 Dopamine Receptor: Primary Screen for Antagonists; D(2) dopamine receptor (Homo sapiens), P14416; HEK293 TREx D2 cells, calcium flux, dopamine EC80; inhibition, % at 10 µM; actives 2% (n = 340,000); in the data active = inhibition above about 30%; note: 0% is about no effect
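Antagonism is scored as inhibition of an EC80 dopamine-evoked calcium signal in a force-coupled, tetracycline-inducible HEK293 T-REx D2 line, with compound present 180 s before agonist.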
D2 potentiator = HTS Assay for Positive Allosteric Modulators of the Human D2 Dopamine Receptor: Primary Screen for Potentiators; HEK293 T-REx D2, calcium flux, EC20 dopamine potentiation; AID 485347, 2010; actives 0.34% (n = 340,000); potentiation, % at 10 µM;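 active = potentiation over 3 SD above the plate norm, cut at about 30% in these data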; note: 0% is about no effect
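Tetracycline-induced Hek293 Trex D2 cells, force-coupled to calcium, loaded with no-wash calcium dye. Compound added with 180 s kinetic read for agonism, then EC20 dopamine and a further 180 s read for potentiation.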
RXFP1 antagonist = qHTS Assay for Antagonists of the Relaxin Receptor RXFP1; HEK293-RXFP1, relaxin-stimulated cAMP HTRF, 30 min; stronger effect = lower value; activity change, negative = inhibition, % at 57.5 µM; actives 0.59% (n = 350,000);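 active = activity change of -60% or lower, but not beyond a set lower limit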; note: % is set by controls: 0 for no effect and ±100 for the full control effect
D1 potentiator = Potentiators of Human D1 Dopamine Receptor: qHTS; HEK293 TREx D1 cells, calcium flux, dopamine EC20 potentiation; D(1A) dopamine receptor (Homo sapiens), P21728; actives 0.036% (n = 360,000); potentiation, % at 10 µM; AID 504651, 2011; in the data active = potentiation above about 30%; note: 0% is about no effect
TRHR PAM = qHTS for Small Molecule Agonists and Allosteric Enhancers of Human TRH Receptor: Primary Screen for Enhancers | TRHR cells, fluo-8 calcium fluorescence, EC20 TRH enhancement | actives 0.66% (n = 360,000) | enhancement, % at 2 µM; in the data active = enhancement above about 30%; note: 0% is about no effect
Target sequence (P34981 whole entry, looked up): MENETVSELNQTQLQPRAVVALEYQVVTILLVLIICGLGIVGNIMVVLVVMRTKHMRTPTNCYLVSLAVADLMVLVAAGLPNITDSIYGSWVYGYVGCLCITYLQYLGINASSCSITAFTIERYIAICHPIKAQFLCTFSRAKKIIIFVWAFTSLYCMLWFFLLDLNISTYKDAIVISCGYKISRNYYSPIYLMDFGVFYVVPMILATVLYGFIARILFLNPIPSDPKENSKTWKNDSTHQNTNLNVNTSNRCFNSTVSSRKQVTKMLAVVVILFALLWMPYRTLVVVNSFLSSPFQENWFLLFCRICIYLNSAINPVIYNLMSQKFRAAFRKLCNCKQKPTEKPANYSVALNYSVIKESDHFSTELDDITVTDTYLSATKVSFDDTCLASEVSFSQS
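Enhancer read-out: after compound pinning and an initial kinetic agonist-mode read, an EC20 of TRH (10 nM final) was injected and fluo-8 calcium signal (Ex 480/Em 530) followed at 1 s/cycle for 100 cycles in TRHR-expressing cells.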
D1 antagonist = Antagonist of Human D 1 Dopamine Receptor: qHTS; actives 3.2% (n = 360,000); D(1A) dopamine receptor (Homo sapiens), P21728; activity change, negative = inhibition, % at 10 µM; HEK293 TREx D1 cells, calcium flux, dopamine EC80; stronger effect = lower value; in the data active = activity change below about -30%; note: % is set by controls: 0 for no effect and ±100 for the full control effect
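Kinetic fluorescence of a calcium dye serves as the read-out. D1-expressing Hek293 Trex cells, induced overnight at 30 C, are exposed to compound for 180 s before an EC80 dopamine addition, then read 180 s further.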
An asterisk follows results filed as active.

What do the screens show for `c1ccc(CCn2nnnc2C(c2cccnc2)N2CCN(c3nc4ccccc4s3)CC2)cc1` (stereo not drawn)?
D1 agonist: 5; D2 agonist: 2.9; RXFP1 agonist: -1.6%; D2 antag: -10; D2 potentiator: 19; RXFP1 antagonist: -16; D1 potentiator: -3; TRHR PAM: 9; D1 antagonist: 20

How did COC(=O)c1sccc1S(=O)(=O)N1CCN(c2ccc(C(C)=O)cc2)CC1 do in these assays?
D1 agonist: 8; D2 agonist: -0.1; RXFP1 agonist: -0.5%; D2 potentiator: 22; D1 potentiator: -6; TRHR PAM: 2; D1 antagonist: -13

What do the screens show for `COc1ccc(C)cc1NC(=O)Nc1ccncc1`?
D1 agonist: 1; D2 agonist: 0.5; RXFP1 agonist: 1.0%; D2 antag: 17; D2 potentiator: -18; RXFP1 antagonist: -1; D1 potentiator: 1; TRHR PAM: -2; D1 antagonist: 17

How did O=C(Oc1ccc([N+](=O)[O-])cc1)c1ccc(Cl)c(S(=O)(=O)N2CCCCC2)c1 do in these assays?
D1 agonist: 6; D2 agonist: -1.3; RXFP1 agonist: 0.0%; D2 antag: 9; D2 potentiator: 3; D1 potentiator: -2; TRHR PAM: 0; D1 antagonist: -24

Results for CCCCN1C(=O)C(=O)N(CC(=O)Nc2cc(Cl)ccc2OC)C1=O ?
D1 agonist: 0; D2 agonist: 0.3; RXFP1 agonist: 0.6%; D2 antag: -1; D2 potentiator: 0; RXFP1 antagonist: 7; D1 potentiator: -1; TRHR PAM: 4; D1 antagonist: -6

How did CCOC(=O)c1c(C)oc2ccc(N(C(C)=O)S(=O)(=O)c3c(C)cc(C)cc3C)cc12 do in these assays?
D1 agonist: 0; D2 agonist: -0.4; RXFP1 agonist: 0.0%; D2 potentiator: -21; D1 potentiator: -4; TRHR PAM: 3; D1 antagonist: 3

How did O=S(=O)(c1ccc(Cl)s1)N1CCC(Cc2ccccc2)CC1 do in these assays?
D1 agonist: 19; D2 agonist: 0.9; RXFP1 agonist: -1.3%; D2 antag: 14; D2 potentiator: -4; RXFP1 antagonist: 0; D1 potentiator: -3; TRHR PAM: -11; D1 antagonist: 2

How did Cc1nn(-c2ccccc2)nc1-c1nnc(-c2ccc(C(F)(F)F)cc2)o1 do in these assays?
D1 agonist: 13; D2 agonist: -0.7; RXFP1 agonist: -0.4%; D2 antag: 1; D2 potentiator: -1; RXFP1 antagonist: -9; D1 potentiator: 2; TRHR PAM: -8; D1 antagonist: -9

What do the screens show for `CC(C)CCNC(=O)c1onc(CSc2ccncc2)c1C(=O)NCCC(C)C`?
D1 agonist: 1; D2 agonist: 0.4; RXFP1 agonist: 0.0%; D2 antag: 12; D2 potentiator: 15; D1 potentiator: 0; TRHR PAM: -1; D1 antagonist: 27

How did CC(=O)Nc1ccc(S(=O)(=O)c2ccc([N+](=O)[O-])cc2)cc1 do in these assays?
D1 agonist: 9; D2 agonist: 0.2; RXFP1 agonist: 8.3%; D2 antag: -2; D2 potentiator: -1; RXFP1 antagonist: 14; D1 potentiator: -3; TRHR PAM: 2; D1 antagonist: 0

How did COc1ccc(-c2csc(NC(=O)CSc3n[nH]c(N)n3)n2)cc1 do in these assays?
D1 agonist: 3; D2 agonist: -0.6; RXFP1 agonist: 0.1%; D2 antag: -11; D2 potentiator: -2; RXFP1 antagonist: -18; D1 potentiator: -5; TRHR PAM: 3; D1 antagonist: -7

How did O=C(c1ccc2c(c1)N(Cc1ccc(Cl)cc1)C(=O)c1ccccc1S2=O)N1CCN(c2ccccc2F)CC1 (stereo not drawn) do in these assays?
D1 agonist: 1; D2 agonist: 3.1; RXFP1 agonist: 0.3%; D2 potentiator: -6; D1 potentiator: -1; TRHR PAM: 14; D1 antagonist: 6

Continued (2 carried over from the part before).
How did COc1ccc(-c2csc(NC(=O)CSc3n[nH]c(N)n3)n2)cc1 do in these assays?
D1 agonist: 3; D2 agonist: -0.6; RXFP1 agonist: 0.1%; D2 antag: -11; D2 potentiator: -2; RXFP1 antagonist: -18; D1 potentiator: -5; TRHR PAM: 3; D1 antagonist: -7

How did O=C(c1ccc2c(c1)N(Cc1ccc(Cl)cc1)C(=O)c1ccccc1S2=O)N1CCN(c2ccccc2F)CC1 (stereo not drawn) do in these assays?
D1 agonist: 1; D2 agonist: 3.1; RXFP1 agonist: 0.3%; D2 potentiator: -6; D1 potentiator: -1; TRHR PAM: 14; D1 antagonist: 6

How did CC(NC(=O)Cn1cc2c(n1)CCCCC2)c1ccccc1 (stereo not drawn) do in these assays?
D1 agonist: -3; D2 agonist: -0.3; RXFP1 agonist: 0.8%; D2 antag: 35*; D2 potentiator: 1; RXFP1 antagonist: -19; D1 potentiator: 3; TRHR PAM: 13; D1 antagonist: 1

What do the screens show for `Cc1cc(C)c(C(=O)OCCNC(=O)c2cccnc2)cc1C`?
D1 agonist: 4; D2 agonist: -1.0; RXFP1 agonist: 1.7%; D2 antag: 5; D2 potentiator: 23; RXFP1 antagonist: 12; D1 potentiator: -2; TRHR PAM: 3; D1 antagonist: -3

Results for Cc1ccc(S(=O)(=O)NC(C)(C)CSc2nnc(Nc3ccccc3)s2)cc1 ?
D1 agonist: 0; D2 agonist: 0.8; RXFP1 agonist: -0.5%; D2 antag: -16; D2 potentiator: -14; RXFP1 antagonist: -7; D1 potentiator: 7; TRHR PAM: -8; D1 antagonist: -16

Results for CCc1ccc[n+](-c2nc3ccccc3nc2C(=C=[N-])C#N)c1 ?
D1 agonist: 4; D2 agonist: 4.2; RXFP1 agonist: 1.4%; D2 antag: 1; D2 potentiator: 0; RXFP1 antagonist: -8; D1 potentiator: -1; TRHR PAM: 11; D1 antagonist: 1

What do the screens show for `O=C(O)CCC(CNS(=O)(=O)c1ccccc1)C(F)(F)F` (stereo not drawn)?
D1 agonist: 2; D2 agonist: 1.1; RXFP1 agonist: 3.2%; D2 antag: -19; D2 potentiator: 3; RXFP1 antagonist: -11; D1 potentiator: -4; TRHR PAM: 3; D1 antagonist: -4

How did Cc1ccc2nc(-c3ccc(SCC(=O)Nc4ccc5c(c4)OCCO5)nc3)[nH]c2c1 do in these assays?
D1 agonist: 2; D2 agonist: -1.4; RXFP1 agonist: 1.2%; D2 antag: -12; D2 potentiator: -8; RXFP1 antagonist: -12; D1 potentiator: -11; TRHR PAM: -4; D1 antagonist: -14

How did O=C(CSCC(=O)N1CCOCC1)Nc1nc(-c2ccc3c(c2)OCO3)cs1 do in these assays?
D1 agonist: 3; D2 agonist: -0.1; RXFP1 agonist: 0.4%; D2 antag: -4; D2 potentiator: 3; RXFP1 antagonist: -7; D1 potentiator: -4; TRHR PAM: -2; D1 antagonist: -27

Results for CC(C)(C)OC(=O)N1CCC[C@@H]1C(=O)N1CCC(C(=O)O)CC1 ?
D1 agonist: 10; D2 agonist: 0.8; RXFP1 agonist: -0.5%; D2 antag: 11; D2 potentiator: -1; RXFP1 antagonist: -8; D1 potentiator: -1; TRHR PAM: -1; D1 antagonist: 1

How did Cc1ccc(C)c(N2CCN(C(=O)CCc3nc4ccccc4[nH]3)CC2)c1 do in these assays?
D1 agonist: -3; D2 agonist: -0.2; RXFP1 agonist: 1.5%; D2 antag: -8; D2 potentiator: 6; RXFP1 antagonist: -1; D1 potentiator: -4; TRHR PAM: -9; D1 antagonist: -26

How did COc1ccc(S(=O)(=O)Nc2ccc3oc(C)c(C(C)=O)c3c2)cc1 do in these assays?
D1 agonist: 13; D2 agonist: -0.2; RXFP1 agonist: -1.0%; D2 antag: 29; D2 potentiator: -5; RXFP1 antagonist: -31; D1 potentiator: -2; TRHR PAM: -10; D1 antagonist: -22

Results for CCCc1cc(=O)oc2c(C)c(OCC(=O)N3CCC(C(=O)O)(c4ccccc4)CC3)ccc12 ?
D1 agonist: 0; D2 agonist: 1.1; RXFP1 agonist: -0.5%; D2 antag: -17; D2 potentiator: 10; D1 potentiator: -1; TRHR PAM: 13; D1 antagonist: 6

How did COc1cc(/C=C/C(=O)OCC(=O)NCC2CCCCC2)ccc1O do in these assays?
D1 agonist: 8; D2 agonist: -1.2; RXFP1 agonist: 1.9%; D2 antag: 8; D2 potentiator: -8; RXFP1 antagonist: 6; TRHR PAM: 8; D1 antagonist: 5

How did COc1cccc(N=CC=C2OC(C)(C)C(C)(C)O2)c1 do in these assays?
D1 agonist: 0; D2 agonist: 0.4; RXFP1 agonist: -1.2%; D2 antag: 0; D2 potentiator: 0; RXFP1 antagonist: 4; D1 potentiator: 5; TRHR PAM: 3; D1 antagonist: -8

How did COc1cc(C(=O)Nc2nc3ccc4nc(C)sc4c3s2)cc(OC)c1OC do in these assays?
D1 agonist: 1; D2 agonist: -0.7; RXFP1 agonist: 2.5%; D2 antag: -1; D2 potentiator: 17; RXFP1 antagonist: 13; D1 potentiator: -7; TRHR PAM: 6; D1 antagonist: -23

What do the screens show for `COc1ccc(NC(=S)N2CCN(S(=O)(=O)c3ccc(OC)cc3)CC2)cc1`?
D1 agonist: -1; D2 agonist: 0.4; RXFP1 agonist: -0.5%; D2 antag: 8; D2 potentiator: -1; RXFP1 antagonist: -3; D1 potentiator: -5; TRHR PAM: 9; D1 antagonist: -6

How did CCCCNC(=O)CNC(=S)N(Cc1ccccc1)Cc1cccnc1 do in these assays?
D1 agonist: 2; D2 agonist: 0.3; RXFP1 agonist: -0.1%; D2 antag: -12; D2 potentiator: 2; RXFP1 antagonist: -1; D1 potentiator: 0; TRHR PAM: 4; D1 antagonist: -20

What do the screens show for `O=C(Cc1noc2ccccc12)NNC(=S)Nc1ccc(Cl)cc1`?
D1 agonist: 0; D2 agonist: 0.0; RXFP1 agonist: 0.4%; D2 antag: 48*; D2 potentiator: 18; RXFP1 antagonist: -27; D1 potentiator: 7; TRHR PAM: -3; D1 antagonist: -2

Results for CN(CC(=O)NCCC1=CCCCC1)S(=O)(=O)c1ccc2c(c1)c(=O)n(C)c(=O)n2C ?
D1 agonist: 1; RXFP1 agonist: 3.4%; D1 potentiator: 5; TRHR PAM: 2; D1 antagonist: -14

Results for O=C(Cn1cnc2ccccc21)Nc1ccc(F)c(F)c1 ?
D1 agonist: 4; D2 agonist: 0.8; RXFP1 agonist: 2.0%; D2 antag: 3; D2 potentiator: -7; RXFP1 antagonist: 3; D1 potentiator: -3; TRHR PAM: 0; D1 antagonist: -6

Screening data: PubChem, National Center for Advancing Translational Sciences (NCATS)

Some of the compounds tested; count on the stated rates, not on these rows.
